# Bioassay records as filed in PubChem BioAssay.
# HKDC1 inh: HKDC1 hexokinase inhibitors, primary screen, biochemical, fluorescence, uHTS | AID 493160, 2011 | actives 0.16% (n = 340,000) | inhibition, % at 20 µM | Q2TB90 | recombinant HKDC1, G6PDH/diaphorase resazurin coupled fluorescence;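 active means inhibition above about 35% when tested at 20 µM, limit read from the data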;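 further: plate controls were DMSO wells with enzyme for no effect and DMSO wells lacking enzyme for full effect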
# Target sequence (Q2TB90 whole entry, looked up): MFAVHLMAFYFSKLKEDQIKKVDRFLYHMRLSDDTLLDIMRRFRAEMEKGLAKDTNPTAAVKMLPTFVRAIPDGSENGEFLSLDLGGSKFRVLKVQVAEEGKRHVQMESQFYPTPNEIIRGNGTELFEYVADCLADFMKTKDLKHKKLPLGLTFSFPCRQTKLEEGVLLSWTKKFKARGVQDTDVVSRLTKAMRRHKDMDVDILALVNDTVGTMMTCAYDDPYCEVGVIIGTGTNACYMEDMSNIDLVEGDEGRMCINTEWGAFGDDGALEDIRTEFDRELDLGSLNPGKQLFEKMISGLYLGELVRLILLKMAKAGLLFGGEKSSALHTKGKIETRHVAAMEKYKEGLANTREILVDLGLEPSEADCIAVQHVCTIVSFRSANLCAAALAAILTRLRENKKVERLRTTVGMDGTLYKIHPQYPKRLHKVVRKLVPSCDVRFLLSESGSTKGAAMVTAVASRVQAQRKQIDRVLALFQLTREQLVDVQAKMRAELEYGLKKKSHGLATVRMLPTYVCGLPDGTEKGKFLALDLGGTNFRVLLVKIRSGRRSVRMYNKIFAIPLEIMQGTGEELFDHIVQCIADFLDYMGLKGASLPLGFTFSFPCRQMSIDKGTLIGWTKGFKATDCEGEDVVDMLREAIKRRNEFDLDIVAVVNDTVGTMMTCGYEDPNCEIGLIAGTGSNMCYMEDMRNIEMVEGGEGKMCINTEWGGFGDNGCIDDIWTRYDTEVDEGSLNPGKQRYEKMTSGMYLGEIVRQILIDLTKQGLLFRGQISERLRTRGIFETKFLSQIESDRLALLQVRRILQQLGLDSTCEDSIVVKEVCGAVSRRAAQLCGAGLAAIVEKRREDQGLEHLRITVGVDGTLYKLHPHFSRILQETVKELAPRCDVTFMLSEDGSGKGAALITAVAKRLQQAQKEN
#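 Assay system: recombinant HKDC1 hexokinase; detection: coupled resazurin fluorescence, excitation 525 nm, emission 613 nm; benchmarks: DMSO-plus-enzyme-mix negative control, buffer-substituted positive control; compound dosing: single 20 µM dose; schedule: 90 min at room temperature in dark; also added: glucose plus 1 mM ATP as hexokinase substrates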
# Gli-Sufu antag: Gli-Sufu pathway antagonists, primary screen, luciferase luminescence, Sufu-KO-LIGHT cells, uHTS; Sufu-KO-LIGHT fibroblasts, Gli luciferase reporter luminescence; inhibition, % at 5 µM; actives 0.74% (n = 340,000);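 active means inhibition above about 55%, limit read from the data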;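 further: 0% = DMSO-treated cells and 100% = wells with medium but no cells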
# Jurkat NFkB inh: inhibitors of induced NF-kB luciferase reporter, primary screen, TCR NF-kB activation inhibitor project, cell-based, luminescence, uHTS | Jurkat, PMA/ionomycin-induced NF-kB luciferase reporter | inhibition, % at 4 µM | actives 0.53% (n = 330,000)
# 697 NFkB inh: inhibitors of PMA/ionomycin-induced NF-kB reporter, 697 cells, primary screen, B-cell NF-kB inhibitor project, cell-based, luminescence, uHTS; inhibition, % at 4 µM; actives 0.33% (n = 330,000); 697 B-cell NF-kB luciferase reporter, 16 h; in the data active means inhibition above about 35%
# SENP8 inh: SENP8 protease inhibitors, primary screen, biochemical, luminescence; purified SENP8, Z-RLRGG-aminoluciferin cleavage; actives 1.2% (n = 330,000); inhibition, % at 10 µM; Sentrin-specific protease 8 (Homo sapiens), Q96LD8; AID 2540, 2010
# UBC13 polyUb: UBC13 polyubiquitin chain formation inhibitors, primary screen, biochemical, TR-FRET, uHTS; AID 485273, 2010; actives 0.47% (n = 330,000); inhibition, % at 20 µM; Ubiquitin-conjugating enzyme E2 N (Homo sapiens), P61088; in the data active means inhibition above about 45%, passing the limit was not always enough
# Target sequence (P61088 whole entry, looked up): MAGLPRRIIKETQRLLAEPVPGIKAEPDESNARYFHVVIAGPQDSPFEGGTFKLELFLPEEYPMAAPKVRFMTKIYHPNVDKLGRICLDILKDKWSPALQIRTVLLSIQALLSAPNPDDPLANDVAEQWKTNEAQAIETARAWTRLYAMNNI
# SENP7 inh: SENP7 protease inhibitors, primary screen, biochemical, luminescence, uHTS; AID 434973, 2010; actives 1.5% (n = 330,000); inhibition, % at 5 µM; Sentrin-specific protease 7 (Homo sapiens), Q9BQF6; recombinant SENP7, Z-RLRGG-aminoluciferin luminescence, 40 min;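 active means inhibition above about 50% at the single test dose, limit read from the data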;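 further: plate controls were DMSO with enzyme for no effect and no enzyme buffer wells for full effect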
# Apaf1 inhib: inhibitors of human Apaf-1 apoptosome, primary screen, biochemical, DEVD-Rh110 fluorescence, uHTS; Apoptotic protease-activating factor 1 (Homo sapiens), O14727; reconstituted apoptosome caspase-3 activity; inhibition, % at 20 µM; actives 0.71% (n = 330,000); AID 489030, 2010; active means inhibition of at least 40% at 20 µM;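 further: plate controls were DMSO wells for no effect and DEVD-CHO caspase inhibitor wells for full effect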
#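 System: Apoptosome proteins | Medium: Hepes pH 7.5 with detergent and BSA | Also added: Cytochrome c trigger plus (Z-DEVD)2-Rh110 caspase-3 substrate | Incubation: 30 min compound preincubation, 50 min activation, room temperature | Detection: Rhodamine 110 fluorescence at Ex 480/Em 540 nm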
# The depositor's hits bear a star; / = no result given. Unless noted, no stated cut-off is given here; in the data, active means inhibition above about 50%; inactive means the rest.
# Start of the listing, in advance (7 entries):
SMILES,HKDC1 inh,Gli-Sufu antag,Jurkat NFkB inh,697 NFkB inh,SENP8 inh,UBC13 polyUb,SENP7 inh,Apaf1 inhib
COc1cc(/C=C/C(=O)OCC(=O)N2CCc3ccccc3C2)ccc1O,4,/,17,11,1,3,-1,-4
CCN(CC)C(=O)c1sc(NC(=O)c2ccc(C)c([N+](=O)[O-])c2)c(C#N)c1C,-7,10,-7,-18,-11,-12,11,5
Clc1cccc(N/N=C/c2ccc(N3CCOCC3)s2)c1,0,1,-8,-19,-18,-2,1,4
NC(=O)CCN1CCC(c2nc3ccccc3s2)CC1,-3,-5,-17,5,-6,-2,2,5
COc1ccc(-c2[nH]ncc2CN(C)Cc2nonc2C)c(OC)c1,-4,4,7,9,-4,-4,5,-5
CCN(CC(=O)NCCc1ccccc1)S(=O)(=O)c1ccc(Br)cc1,-9,0,5,8,7,2,2,-12
O=C(NC1CCCCCC1)c1ccc2c(=O)n3c(nc2c1)CCCCC3,-9,-73,-114,-109,0,-9,26,2

# The whole of this part, repeating the preview:
SMILES,HKDC1 inh,Gli-Sufu antag,Jurkat NFkB inh,697 NFkB inh,SENP8 inh,UBC13 polyUb,SENP7 inh,Apaf1 inhib
COc1cc(/C=C/C(=O)OCC(=O)N2CCc3ccccc3C2)ccc1O,4,/,17,11,1,3,-1,-4
CCN(CC)C(=O)c1sc(NC(=O)c2ccc(C)c([N+](=O)[O-])c2)c(C#N)c1C,-7,10,-7,-18,-11,-12,11,5
Clc1cccc(N/N=C/c2ccc(N3CCOCC3)s2)c1,0,1,-8,-19,-18,-2,1,4
NC(=O)CCN1CCC(c2nc3ccccc3s2)CC1,-3,-5,-17,5,-6,-2,2,5
COc1ccc(-c2[nH]ncc2CN(C)Cc2nonc2C)c(OC)c1,-4,4,7,9,-4,-4,5,-5
CCN(CC(=O)NCCc1ccccc1)S(=O)(=O)c1ccc(Br)cc1,-9,0,5,8,7,2,2,-12
O=C(NC1CCCCCC1)c1ccc2c(=O)n3c(nc2c1)CCCCC3,-9,-73,-114,-109,0,-9,26,2
COC(=O)c1cccc(NC(=O)Nc2ccc(Cl)cc2)c1,-3,-126,-2,-70,-5,-4,-5,-17
COc1ccccc1CNC(=O)c1cccc(S(=O)(=O)N2CCCC2)c1,-3,-2,3,3,-2,-4,3,-4
CS(=O)(=O)c1ccc(-c2csc(-c3cccnc3)n2)cc1,-1,0,-26,-26,-8,1,9,0
CCc1ccc(NS(=O)(=O)c2c(C(=O)N3CCOCC3)c(C)n(C)c2C)cc1,-7,-7,-9,-13,-4,-3,15,-4
Cc1ccnc(NC(=O)CNC(=O)c2ccc3ccccc3c2)c1,0,-11,0,-4,-1,-2,1,5
CCOC(=O)C(NC(=O)c1cccc(Cl)c1)(OCc1ccc(F)cc1)C(F)(F)F (stereo not given),4,-5,0,12,-1,6,0,9
Brc1ccc(-c2nnc3sc(CNC4CCCC4)cn23)cc1,-5,5,3,13,13,4,0,-4
CCN(c1ccc(C)cc1C)S(=O)(=O)c1nnc(NC(=O)c2ccco2)s1,3,-26,16,5,6,-3,7,15
COc1cccc(-c2cc(C(=O)Nc3cc(OC)c(OC)c(OC)c3)no2)c1,-3,-1,49,-23,-5,5,-8,0
CC1Cc2ccccc2N1C(=O)c1nn(C)cc1Br (stereo not given),-15,-18,15,-42,-8,-6,-1,8
CC(c1ccccc1)C(Cc1nc2ccccc2[nH]1)c1nc2ccccc2[nH]1 (stereo not given),/,/,-16,5,-4,0,5,7
O=C(CSc1ncc(-c2ccc(F)cc2)n1Cc1ccco1)Nc1nccs1,7,10,19,-11,-2,-4,-6,35
CCOC(=O)c1sc(NC(=O)CSc2nncn2C)nc1C,-10,-16,-16,-12,-2,-2,-3,-3
COc1ccc2oc(C(=O)OCC(=O)Nc3ccc(NC(C)=O)cc3)c(C)c2c1,-5,-9,-1,12,16,14,-4,-5
C=CCn1c(Cc2cccs2)nnc1SCC(=O)Nc1ccc(OC)cc1,-6,3,-3,4,-20,-4,-10,4
O=C(Cn1cnc2ccccc21)N/N=C/c1ccco1,-7,-16,-7,8,-5,-4,3,0
O=S(=O)(Nc1nc2ccccc2nc1Cl)c1ccc(F)cc1,-1,-2,5,15,2,-10,8,-12
CC(=O)N1c2ccc(S(=O)(=O)NCC3CCC(C(=O)N4CCC(C)CC4)CC3)cc2CC1C (stereo not given),-4,7,7,1,14,-2,-2,9
COc1ccc(C(=O)NCC(=O)OCC(=O)N2CCCc3ccccc32)cc1,-4,-5,1,16,0,5,-7,3
C=CCN1C(=O)CSc2ccc(C(=O)NCc3ccc(F)cc3)cc21,5,-3,-5,17,6,3,7,13
O=C(OCC(=O)N1CCN(C(=O)c2ccco2)CC1)c1ccccc1C(=O)c1ccccc1,-4,14,-6,16,6,-2,7,7
Cc1ccc(C(=O)N2CCN(c3ccccc3)CC2)cc1S(=O)(=O)N1CCOCC1,1,-3,17,14,5,1,0,2
Cc1nn(C)c(C)c1CN(C)C(=O)C1(C)CC1(Br)Br (stereo not given),-1,4,5,-5,-6,6,4,2
CC(C)C[C@H](NC(=O)c1nc[nH]c1C(=O)NCCCCCNC(=O)OC(C)(C)C)C(=O)OCc1ccccc1,1,0,13,2,-5,-17,1,33
CCOC(=O)C(C(C)C)C(N)Cc1ccc(F)cc1 (stereo not given),19,-1,10,8,4,11,8,2
CC(=O)Nc1ccc(NC(C)=C(C#N)C#N)cc1,-3,0,-15,-16,-14,-4,-2,-12
N#CCCN1CCN(C(=S)c2ccc(-c3cccc(Cl)c3)o2)CC1,-4,-42,10,-7,-1,-5,6,16
O=C(Nc1ccc2c(c1)CCC2)c1cc(=O)[nH]c2ccccc12,-12,0,-5,9,5,12,2,0
COc1ccccc1NC(=O)CSc1nnc(CCC(=O)Nc2ccccc2F)n1C,-3,-1,5,5,0,14,-7,-28
COC(=O)c1oc(-c2ccc(Cl)cc2)nc1C,-10,-11,-3,-9,-13,-5,-12,1
COc1ccc(CCNC(=O)CSc2nc(C)nc3c2oc2ccccc23)cc1OC,0,-1,5,-4,3,1,-4,0
O=C1/C(=C/c2cccc([N+](=O)[O-])c2)CCc2ccccc21,20,4,4,2,0,15,-11,14
N#CC1CC(c2ccc([N+](=O)[O-])cc2)=NN1c1ccc([N+](=O)[O-])cc1 (stereo not given),-3,3,-2,-12,3,-32,5,4
O=c1[nH]c(=O)c2nc3c4ccccc4c4ccccc4c3nc2[nH]1,37*,-9,-8,-21,-5,-4,-3,-43
O=C(Cn1nc(-c2ccccc2)ccc1=O)NCC1CCCO1 (stereo not given),-10,-1,-2,12,0,-3,7,-3
CCN(CC)S(=O)(=O)c1ccc(N=Nc2c(C)[nH]n(C(N)=S)c2=O)cc1,-27,-12,-7,-39,17,-39,18,-8
O=C(c1ccc(=O)[nH]c1)N1CCN(S(=O)(=O)c2ccc3ccccc3c2)CC1,-1,1,1,3,3,1,4,-2
Cc1onc(C(=O)Nc2cccnc2Cl)c1[N+](=O)[O-],15,-3,1,-2,-1,0,0,-7
CCOC(=O)c1ccc(-c2ccc(C=O)o2)cc1,-1,-51,-80,-164,-21,-15,-5,-5
COc1cc(-c2noc(C)c2C#CC2(N)CCCCC2)cc(OC)c1OC,-1,14,6,22,-20,20,8,14
Cc1ccc(Cn2ccnc2SCC(=O)NC2CCCC2)cc1,-4,1,1,-49,4,-8,-12,8
CN1CC2(C)CN(C(c3ccccc3)c3ccccc3)CC(C)(C1)C2O (stereo not given),1,10,10,-3,6,3,8,-3
Cc1cc(C)c(C(=O)/C=C/C=C/c2ccccc2)c(=O)[nH]1,1,0,4,-3,-6,0,-3,4

# (further entries)
SMILES,HKDC1 inh,Gli-Sufu antag,Jurkat NFkB inh,697 NFkB inh,SENP8 inh,UBC13 polyUb,SENP7 inh,Apaf1 inhib
Cc1ccc(F)cc1NC(=O)CSc1ncccn1,13,-3,11,-4,-1,-7,4,2
CC1Sc2n(c3ccccc3[n+]2C)N=C1c1ccccc1 (stereo not given),-7,59*,24,-51,-10,-16,0,0
O=C(CSc1nnc(NC2CC2)s1)NN1C(=O)NC2(CCCCC2)C1=O,-5,6,-5,8,5,2,1,-14
O=C(CN1CC[C@@]2(O)CCCC[C@H]2[C@@H]1c1ccc(F)cc1)NCc1ccco1,-2,-6,3,-2,3,3,7,-1
NC(=O)c1ccc[n+](Cc2cccc3ccccc23)c1,-12,0,-3,-8,-6,7,0,-4
O=C(CNC(=O)c1ccc(Br)cc1)N/N=C/c1ccc[nH]1,10,-1,10,3,7,4,4,0
CCCN1C(=O)c2ccccc2NC1c1ccc(Cl)c(Cl)c1 (stereo not given),3,3,-10,-4,4,19,5,11
CC(C)(C)c1cc(NC(=O)c2cccc(S(=O)(=O)N3CCOCC3)c2)no1,-12,-1,-2,15,0,-1,2,0
Cc1ccc(NC(=O)C2C3C=CC4(O3)C2C(=O)N(CCCN2CCCC2)C4C(=O)NC2CCCCC2)cc1Cl (stereo not given),-4,14,-41,5,-5,8,2,8
Cc1cc2nccc(-c3ccc(Cl)cc3Cl)n2n1,0,-27,-4,-20,-2,4,11,-3
Fc1cccc(Cl)c1-c1nnc2ccc(N3CCOCC3)nn12,1,3,-8,4,-11,-1,1,-1
CC/C(=C(\c1ccc(O)cc1)c1ccc(OCCN(C)C)cc1)c1ccccc1,2,-9,10,-10,-11,79*,-8,65*
O=C1CN(C(=O)COC(=O)CNC(=O)c2ccccc2)c2ccccc2N1,-6,-12,-1,11,0,-12,-1,-5
O=c1nc(-c2ccccc2)n(-c2ccc(Cl)cc2)[nH]1,-6,-3,-10,-10,-4,4,-5,8
CC1CCCCN1C(=O)CNCC1CCCO1 (stereo not given),-10,-7,15,1,-1,3,1,-3
CCOC(=O)c1cc(C(C)(C)C)oc1CNC(=O)c1c(C)oc2c1CCCC2,2,7,-2,-28,-9,-12,-15,22
Cc1ccc(-c2nnn(Cc3nc(N)nc(N4CCOCC4)n3)n2)cc1,6,37,-17,-24,3,-8,3,9
CN1CCN(C(=S)c2ccc(-c3cccc([N+](=O)[O-])c3)o2)CC1,3,-49,-103,-88,-11,-15,6,-2
COC(=O)c1ccccc1NC(=O)C12CC3CC(C1)CC(n1cnc(Cl)n1)(C3)C2,0,14,1,-9,10,3,6,17
O=C(OCN1C(=O)c2ccccc2C1=O)C1CCCCC1,-4,-1,17,8,-8,-1,-5,8
CC(C)c1ccc(NC2CCCN(C(=O)c3cccnc3)C2)cc1 (stereo not given),0,4,0,-1,5,-1,-1,-3
O=C(NCc1ccco1)c1cccc(S(=O)(=O)N2CCN(Cc3ccccc3)CC2)c1,1,7,-9,0,-1,0,4,24
CN(CC(=O)N1CC=C(c2ccccc2)CC1)S(=O)(=O)c1cnc[nH]1,-9,1,-12,-3,3,2,7,1
COc1cccc(NC2c3ccccc3C(=O)N2Cc2ccccc2Cl)c1 (stereo not given),-6,0,-21,-17,-8,-3,4,16
COc1ccc(C(=O)Nc2ccc(C(=O)NCCc3ccc(OC)c(OC)c3)cc2)cc1,-8,4,4,12,2,11,-1,-9
O=C(Nc1ccc2c(c1)CN(Cc1ccc(CO)o1)CC2)c1ccc(C(F)(F)F)cc1,1,1,0,-30,3,-2,3,3
